Screening data: PubChem, several laboratories
NALP1 inh: blocks the NALP1 inflammasome reconstituted in yeast. S. cerevisiae NALP1/ASC/caspase-1 growth, X-gal OD620, 72 h. inhibition, % at 10 µM. 280,000 tested, 0.61% active; in the data active means inhibition mostly above about 24%, no sharp cut-off; inactive means mostly below about 32%; further: some compounds called inactive have numbers as strong as hits
GPR7 antagonist: antagonists of human GPR7 (neuropeptides B/W receptor 1); GPR7-expressing cells, fluorescence antagonist assay; AID 1861; inhibition, % at 4.4 µM; P48145; 290,000 tested, 1.1% active; in the data active means inhibition above about 16%, passing the limit was not always enough;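 further: cells stimulated with the agonist NPW; 0% = agonist with vehicle and 100% = vehicle without agonist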
Target sequence (P48145 whole entry, looked up): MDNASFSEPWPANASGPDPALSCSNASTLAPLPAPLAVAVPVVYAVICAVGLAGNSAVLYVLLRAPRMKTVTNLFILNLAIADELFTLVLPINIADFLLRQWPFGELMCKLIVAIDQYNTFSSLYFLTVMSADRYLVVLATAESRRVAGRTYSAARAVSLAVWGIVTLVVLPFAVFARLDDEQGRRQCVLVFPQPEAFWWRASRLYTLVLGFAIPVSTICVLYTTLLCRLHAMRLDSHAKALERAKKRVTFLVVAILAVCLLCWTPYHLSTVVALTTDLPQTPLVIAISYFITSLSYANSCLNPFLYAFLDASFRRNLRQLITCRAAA
MEKK2mut PB1 HTS: signal of MEK5 binding to mutant human MEKK2 PB1 domain; 290,000 tested, 0.35% active; percent response, % at 10 µM; bead flow cytometry, Alexa488-MEK5 binding to MEKK2 mutant; AID 1530; in the data active means percent response above about 24%, passing the limit was not always enough; further: inactives centre near 1; some results filed as inactive read as strong as hits
OXTR potentiator: potentiates the human oxytocin receptor response. P30559. CHO-OTR cells, Fluo-8 calcium fluorescence, potentiator mode; 0% = oxytocin EC15, 100% = EC100. activation, % at 3 µM. 320,000 tested, 0.061% active. AID 2445;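 active means activation above that plate's cutoff, the mean activation of tested compounds plus 3 SD, cut at about 6.6% in these data, passing the limit was not always enough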;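 further: 100% uses oxytocin at 75 nM as the full agonist control; some results filed as inactive read as strong as hits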
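Assay system: CHO cell line stably expressing human OTR | Also added: Oxytocin at about EC15, sub-maximal agonist stimulus | Times: Compound 6 min at room temperature before oxytocin, 100 s read | Measured by: Fluo-8 intracellular calcium fluorescence, ex 470-495, em 515-575 nm | Controls: EC15 oxytocin alone as 0%, 75 nM oxytocin as 100%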
OXTR ag: activates the human oxytocin receptor; activation, % at 3 µM; 320,000 tested, 0.32% active; CHO-OTR cells, Fluo-8 calcium fluorescence; normalized: DMSO 0%, oxytocin 100%; P30559;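 active means activation above the mean of all tested compounds plus 3 SD, cutoff set per screening run, cut at about 20% in these data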;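 further: peak over basal fluorescence ratio from a 100 s FLIPR kinetic read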
GalR3 antagonist: antagonists of human GalR3; inhibition, % at 3 µM; O60755; HEK293 GalR3-CNG cAMP membrane potential fluorescence; galR3 body fused to GalR1 C-terminus; AID 651719; 360,000 tested, 0.44% active;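 active means inhibition above the screen-wide average plus 3 SD, cut at about 13% in these data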;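 further: forskolin and galanin both at EC90 stimulate the cells; cAMP rise reported by CNG channel membrane potential dye signal; 0% = forskolin plus galanin with DMSO and 100% = forskolin alone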
Target sequence (O60755 1-299 limits assumed): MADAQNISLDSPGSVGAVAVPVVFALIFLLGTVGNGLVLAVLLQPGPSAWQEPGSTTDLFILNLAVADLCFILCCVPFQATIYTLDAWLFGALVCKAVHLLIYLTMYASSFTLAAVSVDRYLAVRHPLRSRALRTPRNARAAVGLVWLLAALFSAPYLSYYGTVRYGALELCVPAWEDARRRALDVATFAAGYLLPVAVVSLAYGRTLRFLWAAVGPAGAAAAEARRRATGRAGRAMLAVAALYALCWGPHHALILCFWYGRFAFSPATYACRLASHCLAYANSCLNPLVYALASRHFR
V1aR counter: counter-screen for oxytocin receptor agonists: human V1a receptor agonists | AID 2797 | P37288 | activation, % at 3 µM | 320,000 tested, 0.25% active | CHO-V1R cells, Fluo-8 calcium fluorescence, agonist mode; 0% DMSO, 100% 3 nM vasopressin;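 active means activation above the mean activation of all tested compounds plus 3 SD, per screening run, cut at about 20% in these data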;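 further: signal is peak over basal fluorescence ratio across a 100 second FLIPR read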
Target sequence (P37288 whole entry, looked up): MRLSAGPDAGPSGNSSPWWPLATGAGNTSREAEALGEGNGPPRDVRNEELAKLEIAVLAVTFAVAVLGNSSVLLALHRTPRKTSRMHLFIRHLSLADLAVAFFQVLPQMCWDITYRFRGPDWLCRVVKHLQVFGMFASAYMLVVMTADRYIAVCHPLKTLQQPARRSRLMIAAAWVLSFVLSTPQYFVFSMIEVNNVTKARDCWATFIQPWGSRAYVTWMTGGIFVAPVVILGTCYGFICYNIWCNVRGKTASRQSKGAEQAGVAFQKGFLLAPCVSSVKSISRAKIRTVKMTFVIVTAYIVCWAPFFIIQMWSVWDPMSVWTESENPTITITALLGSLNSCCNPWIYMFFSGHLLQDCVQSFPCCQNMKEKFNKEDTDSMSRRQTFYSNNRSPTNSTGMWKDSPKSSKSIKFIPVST
PfM18AAP inh: blocks P. falciparum M18 aspartyl aminopeptidase; 290,000 tested, 1.2% active; AID 1822; recombinant PfM18AAP, H-Glu-NHMec fluorogenic cleavage; inhibition, % at 7.35 µM;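 active means inhibition above the campaign mean inhibition over all tested compounds plus 3 SD, cut at about 28% in these data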;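 further: 0% = plate median of test compound wells and 100% = 2 mM ZnCl2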
MEKK2wt PB1 HTS: raises or lowers MEK5 binding to wildtype human MEKK2 PB1 domain. AID 1531. bead flow cytometry, Alexa488-MEK5 binding to MEKK2 WT; actives lie on both sides. binding response (% of control), % at 10 µM. Q9Y2U5. 290,000 tested, 1.1% active; in the data active means binding response below about 67% or above about 130%
The depositor's hits bear a star; / = not tested or not shown.

| molecule | PfM18AAP inh | MEKK2mut PB1 HTS | OXTR potentiator | MEKK2wt PB1 HTS | V1aR counter | GPR7 antagonist | GalR3 antagonist | OXTR ag | NALP1 inh |
| --- | --- | --- | --- | --- | --- | --- | --- | --- | --- |
| CC1(C)C2CC[C@]3(C)C(CC=C4[C@@H]5C[C@](C)(CO)CC[C@]5(C(=O)O)CC[C@]43C)[C@@]2(C)CC[C@@H]1O (some centres not stated) | / | 2 | -8 | 103 | 0.7 | / | / | -0.2 | / |
| COc1ccc(CN2CCN(C(=O)CC(C)C)CC2)c2ccccc12 | 2 | / | -6 | / | -0.1 | 4 | 0 | -0.7 | 16 |
| Cc1cc2c(cc1S(=O)(=O)CCC(=O)N(C)C1CCCCC1)OCC(=O)N2 | -1 | -1 | -8 | 96 | 0.5 | -5 | / | -0.1 | 17 |
| CC1CN(S(=O)(=O)c2cccc(C(=O)OCC(=O)c3cccs3)c2)CC(C)O1 (configuration not stated) | -6 | 2 | -7 | 102 | 1.4 | -2 | -5 | 0.3 | 6 |
| CCOC(=O)NCc1ccc2[nH]c(C)cc2c1 | 3 | 1 | -5 | 87 | 1.5 | -6 | / | -0.5 | 9 |
| Cc1onc(C(N)=O)c1C(=O)Nc1ncc(C(F)(F)F)cc1Cl | -4 | 0 | -16 | 102 | 1.6 | -2 | -3 | 0.7 | 5 |
| C=CCn1c2ccccc2n2nc(C)c(=O)nc12 | -6 | 5 | -4 | 110 | 0.7 | -12 | 0 | 1.4 | 8 |
| CN(C)Cc1c(C(=O)N/N=C/c2ccccc2OCc2ccc(F)cc2)nnn1-c1nonc1N | -8 | -7 | -9 | 94 | 0.0 | -7 | 4 | 0.4 | 35 |
| O=C(O)C1=C(C(=O)Nc2cccc(C(F)(F)F)c2)CCCC1 | -1 | -3 | -9 | 93 | -0.5 | -16 | -1 | -0.9 | 15 |
| CCCSc1nnc(CSc2nc3ccccc3s2)n1-c1ccccc1 | 0 | 9 | -6 | 111 | 3.3 | 32* | -6 | 5.0 | -1 |
| O=C(NCCCn1ccnc1)c1ccc(F)cc1 | 1 | -2 | -13 | 100 | 3.7 | 6 | -7 | 0.5 | 10 |
| CC(C)COP(=O)(c1ccc(N(C)C)cc1)C(O)c1ccc(N(C)C)cc1 (configuration not stated) | -6 | 1 | -20 | 97 | 0.2 | 0 | -7 | -0.2 | -7 |
| CNC(=O)c1ccsc1NC(=O)C1CCN(S(=O)(=O)c2cccs2)CC1 | / | / | -13 | / | 0.5 | / | -2 | 2.4 | / |
| CC(C)OC(=O)c1cn(-c2ccccc2)nc1-c1ccco1 | -13 | -1 | -7 | 93 | -1.0 | 0 | -8 | -2.0 | 8 |
| COC(=O)c1sccc1Oc1ccc(F)cc1[N+](=O)[O-] | 0 | 6 | -15 | 103 | -0.2 | -2 | -6 | -1.6 | 0 |
| CCCn1c(=O)c2sccc2n2c(CCCC(=O)NC3CCN(Cc4ccccc4)CC3)nnc12 | -14 | 0 | -9 | 93 | -0.4 | -17 | -8 | -1.1 | -9 |
| CCn1c(C)c(C(C)=O)cc(C#N)c1=O | 2 | -3 | -2 | 102 | 0.0 | -7 | -4 | -1.0 | 24 |
| Cc1cccc(NC(=O)c2ccc(Cl)c(NC(=O)c3ccncc3)c2)c1C | -5 | -5 | -25 | 96 | 1.5 | -4 | -6 | 0.4 | -7 |
| COc1ccc(C(=O)NCC(=O)OCC(=O)c2ccc3c(c2)NC(=O)CO3)cc1OC | 1 | -1 | -1 | 93 | -0.2 | -4 | 72* | 0.5 | 7 |
| C=CCOc1ccc(CN(C)CC(O)COc2cccc3ccccc23)cc1 (configuration not stated) | -3 | 14 | -10 | 142* | 4.1 | 33* | -14 | 6.9 | 24 |
| COc1cccc(N2CCN(CC(=O)Nc3ccccc3C(=O)NCc3ccccc3)CC2)c1 | / | / | -2 | / | 3.0 | / | -7 | 0.2 | / |
| Cc1ccc(S(=O)(=O)/N=C(/c2ccccc2)N(C)C)c(C)c1 | -4 | 0 | -8 | 103 | 2.6 | -4 | -10 | -0.1 | 24 |
| CCN1CCN(c2cc(C)c3cc(NC(=O)CCC(=O)N4CCN(c5ccccc5OC)CC4)ccc3n2)CC1 | 3 | 5 | -7 | 108 | -0.5 | -3 | -5 | -0.6 | 5 |
| C[C@@]12CCC3[C@@](CCC4[C@@]3(C)CCC[C@@]4(C)C(=O)N3CCCCC3)(CC1=O)C2 (some centres not stated) | / | / | -1 | / | -0.1 | / | -8 | 0.1 | / |
| NCCCC[C@@H]1NC(=O)[C@H](CCC(=O)O)NC(=O)c2cc([N+](=O)[O-])cc(I)c2OCC[C@@H](C(N)=O)NC1=O | 1 | 1 | 2 | 102 | 1.4 | 0 | / | 0.0 | 27 |
| Cc1nn(C(C)C(=O)NCCCN(Cc2ccccc2)C(C)C)c(=O)c2c1sc1ccccc12 (configuration not stated) | -1 | 14 | 10 | 116 | -0.3 | -5 | -8 | -1.9 | 7 |
| CN1CCN(C(=O)CSc2nc(-c3cccs3)cc(-c3cccs3)c2C#N)CC1 | 5 | 8 | -20 | 114 | 4.0 | -3 | / | 5.4 | 16 |
| CCn1c(-c2cccnc2)n[nH]c1=S | 8 | 3 | 4 | 103 | 0.2 | 0 | 0 | 0.0 | -7 |
| Cc1ccccc1OCC(=O)N(Cc1nc(-c2ccccc2)no1)C(C)C | 6 | 0 | -8 | 103 | -1.2 | -7 | -2 | -2.1 | 5 |
| CCOCCCNC(=O)C(c1ccccc1)N(Cc1ccc2c(c1)OCO2)C(=O)c1ccccc1O (configuration not stated) | 1 | 0 | -2 | 104 | -0.1 | -17 | 3 | 1.2 | 2 |
| Cc1c(CNCC(C)c2ccccc2)c(C(=O)O)c(C)n1Cc1ccccc1 (configuration not stated) | 5 | 0 | 6 | 105 | 0.2 | -13 | 2 | 0.0 | 8 |
| COCCNc1nnc(SCC(=O)NC(=O)c2ccccc2OC)s1 | -3 | 6 | -2 | 113 | -0.4 | -12 | -2 | -0.3 | 13 |
| O=C(NNC1=NS(=O)(=O)c2ccccc21)c1ccc([N+](=O)[O-])cc1 | 18 | 3 | -1 | 106 | -0.4 | -9 | -3 | 0.3 | 26 |
| CCN(CCCNC(=O)CNC(=O)c1nn(-c2ccc(OC)c(OC)c2)c(=O)c2ccccc12)c1ccccc1 | -1 | 3 | -2 | 106 | -1.7 | 1 | -5 | -2.2 | 5 |
| CSc1nc(/C=C2\C=Nc3ccccc32)c(O)n1C | 2 | -1 | -7 | 101 | 0.6 | 3 | -4 | -2.3 | 34 |
| COc1ccc(NC(=O)CN2CCN(c3c(C)cc(C)cc3C)CC2)cc1 | 3 | 5 | -4 | 106 | 0.1 | -21 | -9 | -0.1 | 10 |
| Cc1nc(-c2ccccc2)sc1C(=O)O | -4 | -4 | -5 | 98 | 1.2 | -14 | 0 | 0.1 | -4 |
| O=C1C=C(O)c2cccc3cccc1c23 | 21 | 7 | -7 | 107 | 0.8 | -13 | -2 | 4.2 | -24 |
| COc1cc(NC(=O)CCC2CCCC2)cc(-n2cnnn2)c1 | 0 | -1 | -7 | 108 | 1.3 | -1 | -2 | -1.2 | 19 |
| COC(=O)c1sccc1NC(=O)Nc1ccc(OC)c(OC)c1 | 0 | 7 | -11 | 108 | -0.9 | 8 | 0 | -0.8 | -6 |
| O=C(COC(=O)c1ccc(Br)o1)Nc1cccc(S(=O)(=O)N2CCOCC2)c1 | / | / | -8 | / | 1.1 | / | 0 | 2.6 | / |
| O=C(CCC1CCCCC1)NCCN1CCOCC1 | -6 | 9 | -13 | 104 | 0.2 | -14 | -8 | -0.3 | 5 |
| CSc1sc(C(=O)O)c2c1C(=O)CCC2 | -8 | 14 | -5 | 106 | 1.1 | -12 | 2 | 1.1 | -6 |
| CCN(C(=O)c1ccccc1Cl)c1ccccc1 | 0 | 4 | -1 | 101 | -1.5 | -16 | -8 | -1.5 | 22 |
| CCOC(=O)/C(C#N)=C\N(C)C | 0 | / | 4 | / | 0.7 | 1 | -4 | 0.8 | -6 |
| O=C(c1ccc(F)cc1F)N(Cc1ccccn1)Cc1ccco1 | -6 | 6 | 2 | 106 | -0.4 | 3 | -7 | -0.8 | 1 |
| CO/N=C/c1ccc(Oc2ccc([N+](=O)[O-])cc2[N+](=O)[O-])c(OC)c1 | 6 | -4 | 1 | 87 | -0.2 | 0 | -2 | -1.8 | 10 |
| Cc1[nH]c2ccccc2c1SCc1nnc(SCc2ccccc2)n1C | 0 | 5 | -17 | 104 | 3.5 | -17 | -3 | -0.1 | 8 |
| CCOC(=O)C1CCCN(Cc2cn[nH]c2-c2ccc(F)cc2F)C1 (configuration not stated) | -2 | -1 | 0 | 96 | 0.4 | 3 | 4 | -0.8 | 13 |
| CC1=C(C)CC(C(=O)Nc2cccc(Cl)c2)C(C(=O)O)C1 (configuration not stated) | 2 | -15 | 5 | 75 | -0.5 | -11 | -4 | -0.1 | 2 |

Later entries.
| molecule | PfM18AAP inh | MEKK2mut PB1 HTS | OXTR potentiator | MEKK2wt PB1 HTS | V1aR counter | GPR7 antagonist | GalR3 antagonist | OXTR ag | NALP1 inh |
| --- | --- | --- | --- | --- | --- | --- | --- | --- | --- |
| O=C(Oc1cc2oc(=O)c3c(c2cc1Cl)CCCC3)c1cccs1 | 5 | -1 | -8 | 100 | 3.2 | -12 | 1 | -0.1 | 16 |
| CSc1ccc(C(=O)C2CCCN(C(=O)c3cccc(N4CCOCC4)c3)C2)cc1 (configuration not stated) | 4 | -13 | -6 | 95 | 2.9 | -8 | -5 | 2.2 | 8 |
| COc1ccc(/C=C/C(=O)c2ccc(C)c([N+](=O)[O-])c2)cc1O | 4 | 1 | -9 | 95 | 2.1 | 10 | -2 | 3.1 | 40 |
| COc1cccc(OC)c1C(=O)Nc1ccc(S(=O)(=O)Nc2ncccn2)cc1 | 5 | 1 | -7 | 104 | 0.1 | -1 | -9 | 0.7 | 15 |
| COC(=O)c1c(NC(=O)CN2CCC3(O)CCCCC3C2c2ccc(OC)cc2OC)sc(C)c1C (configuration not stated) | 44* | -7 | 0 | 90 | -0.3 | 11 | 0 | -1.7 | -19 |
| CCCOc1ccc(NC(N)=O)cc1OCCC | -21 | / | -1 | / | -0.1 | -14 | 4 | -1.0 | 10 |
| COc1ccc(N2CCN(C(=O)CCCC(=O)c3ccccc3)CC2)cc1 | 7 | 4 | 1 | 105 | 2.7 | 1 | 1 | 0.1 | 10 |
| Cc1cc(C)nc(NC(=O)CSc2nn(C)c(=S)s2)n1 | 2 | 1 | -9 | 99 | 0.9 | -7 | 3 | 1.1 | 31 |
| Cc1ccc(Cl)cc1NC(=O)C1CCCN(S(C)(=O)=O)C1 (configuration not stated) | -2 | 7 | 1 | 108 | 0.6 | -11 | -3 | -0.4 | -5 |
| O=C(NCCCNC(=O)c1cccnc1)c1ccc(Cl)cc1 | -6 | -7 | -1 | 96 | 2.3 | -4 | 7 | -0.1 | 14 |
| Cn1c(=O)c2nc3ccccc3nc2n(C)c1=O | 3 | -9 | -4 | 86 | -0.4 | 1 | 9 | 2.2 | 2 |
| COc1ccc(OC)c(S(=O)(=O)NCCS(=O)(=O)N2CCN(c3ccccc3)CC2)c1 | -1 | -2 | -4 | 92 | 4.4 | 1 | -7 | 3.9 | -3 |
